High-throughput results (PubChem BioAssay)
LDHA inh = blocks human lactate dehydrogenase A. P00338. purified LDHA, NADH/diaphorase-resazurin fluorescence; hits give low values. activity change, % (values are at about 110 or 230 µM). 480,000 compounds, 0.15% hits. AID 1347041; in the data active = activity change below about -30%; inconclusive = mostly about -25% to -30%;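 also: plate controls were DMSO wells for no effect and wells without enzyme for full effect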
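Resorufin fluorescence (ex540/em590), read at 0 and 20 min after diaphorase/resazurin addition, reports the NADH left after a 5 min room-temperature reaction of 2 nM human LDH5 with 0.06 mM NADH and 0.2 mM pyruvate.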
POLI inh = DNA polymerase iota (human) inhibition; Q9UNA4; Pol iota fluorescent replication assay, 10 min; Potency, µM (titrated, usually from 115 µM), for the others: top-dose activity, negative = inhibition, usual class: inhibitors; 390,000 compounds, 1% hits; AID 588590; also: potency is read from the fitted curve at half-maximal effect
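Fluorescent replication assay read twice, at 0 min and 10 min after adding 50 nM (final) substrate. Enzyme (10 nM) and compounds were first incubated 15 min at room temperature; enzyme-free buffer wells were negative controls.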
Apoferritin bind = binds horse apoferritin like a general anesthetic; 350,000 compounds, 0.074% hits; P02791; apoferritin/1-aminoanthracene competitive binding, fluorescence; Potency, µM (titrated, usually from 77.5 µM), for inactives: at the top dose activity change, negative = displacement, actives largely listed as inhibitors; also: potency is read from the fitted curve at half-maximal effect; % is scaled to controls: 0 for no effect and ±100 for the full control effect; nearly all actives have a fitted effect of over 20% in size
Target sequence (P02791 2-175 limits assumed): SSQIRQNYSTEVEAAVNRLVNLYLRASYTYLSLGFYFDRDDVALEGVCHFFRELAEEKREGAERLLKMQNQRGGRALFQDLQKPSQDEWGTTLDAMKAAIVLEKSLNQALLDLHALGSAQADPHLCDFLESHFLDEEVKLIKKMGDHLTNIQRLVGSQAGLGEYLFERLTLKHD
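In PBS, apoferritin at 10 uM is loaded with 1-AMA from a 50% saturated solution. After 10 min of compound exposure at ambient temperature, reduced 535 nm fluorescence indicates probe displacement.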
APEX1 inh = APE1 (human) endonuclease inhibition. recombinant APE1, TAMRA/BHQ-2 abasic DNA cleavage fluorescence. P27695. 350,000 compounds, 0.35% hits. Potency, µM (highest dose often 65.8 µM), without a hit: top-dose activity change, negative = inhibition, hits mostly inhibitors;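 also: potency is read from the fitted curve at half-maximal effect; plate controls were vehicle for no effect and reference inhibitor for full effect; nearly all actives have a fitted effect of over 55% in size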
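Enzyme (0.75 nM final) and test compound are incubated 15 min at room temperature before adding 50 nM quenched THF abasic-site duplex. Cleavage dequenches TAMRA, followed at 525/598 nm over three reads one minute apart.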
POLK inh = inhibitors of human DNA polymerase kappa; Potency, µM (titrated, usually from 107 µM), inactives show at the top dose activity, negative = inhibition, actives largely listed as inhibitors; purified Pol kappa, fluorescent DNA synthesis assay, 10 min; Q9UBT6; 400,000 compounds, 0.53% hits; AID 588579; also: potency is read from the fitted curve at half-maximal effect; % is scaled to controls: 0 for no effect and ±100 for the full control effect
Target sequence (Q9UBT6 whole entry, looked up): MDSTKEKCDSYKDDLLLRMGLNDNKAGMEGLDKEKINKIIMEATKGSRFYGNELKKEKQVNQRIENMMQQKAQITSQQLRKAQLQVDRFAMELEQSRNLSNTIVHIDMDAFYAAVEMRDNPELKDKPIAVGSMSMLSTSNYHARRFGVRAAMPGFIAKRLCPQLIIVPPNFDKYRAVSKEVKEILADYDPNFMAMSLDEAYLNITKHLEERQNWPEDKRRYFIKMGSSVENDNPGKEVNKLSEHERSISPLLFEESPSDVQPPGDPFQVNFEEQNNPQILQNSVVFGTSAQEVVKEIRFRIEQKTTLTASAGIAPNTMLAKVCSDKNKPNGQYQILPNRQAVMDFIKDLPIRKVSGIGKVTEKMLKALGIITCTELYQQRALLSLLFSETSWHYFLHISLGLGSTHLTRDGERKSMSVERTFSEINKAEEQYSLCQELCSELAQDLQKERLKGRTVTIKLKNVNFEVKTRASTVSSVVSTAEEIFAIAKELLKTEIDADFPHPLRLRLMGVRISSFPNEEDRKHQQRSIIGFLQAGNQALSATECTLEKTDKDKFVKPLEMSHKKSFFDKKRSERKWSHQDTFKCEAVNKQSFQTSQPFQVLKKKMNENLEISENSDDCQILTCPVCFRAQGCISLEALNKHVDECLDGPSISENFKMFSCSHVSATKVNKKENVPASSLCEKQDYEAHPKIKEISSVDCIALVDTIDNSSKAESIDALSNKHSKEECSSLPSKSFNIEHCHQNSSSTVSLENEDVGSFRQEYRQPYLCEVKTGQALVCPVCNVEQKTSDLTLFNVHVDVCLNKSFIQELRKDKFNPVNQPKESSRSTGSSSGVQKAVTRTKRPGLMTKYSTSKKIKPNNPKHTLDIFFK
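10 nM Pol kappa preincubated 15 min at room temperature with compounds, then reaction started with substrate at 50 nM final. Fluorescence read kinetically at 0 and 10 min; buffer-only wells served as negative control.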
Pol beta inh = inhibitors of human DNA polymerase beta | Potency, µM (titrated, usually from 114 µM), for the others: at the top dose activity change, negative = inhibition, usual class: inhibitors | 340,000 compounds, 1.3% hits | AID 485314 | P06746 | Pol beta primer extension/strand displacement, fluorescence kinetic; also: potency is read from the fitted curve at half-maximal effect; % is scaled to controls: 0 for no effect and ±100 for the full control effect
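10 nM enzyme + cpd, 15 min RT; start with substrate 50 nM final; read 0 min and after 10 min RT. Corrected, normalized data; 4-parameter Hill curve fit.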
BLM helicase inh = blocks DNA unwinding by human BLM helicase | P54132 | recombinant BLM DNA unwinding, fluorescence dequenching | Potency, µM (top dose mostly 56.1 µM), inactives show at the top dose activity change, negative = inhibition, usual class: inhibitors | 350,000 compounds, 0.2% hits;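 also: potency is read from the fitted curve at half-maximal effect; plate controls were vehicle for no effect and no enzyme for full effect; nearly all actives have a fitted effect of over 35% in size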
Pol eta inh = DNA polymerase eta (human) inhibition | Q9Y253 | recombinant Pol eta, fluorescent DNA replication assay | Potency, µM (top dose mostly 114 µM), inactives show top-dose activity change, negative = inhibition, hits mostly inhibitors | 390,000 compounds, 1.2% hits | AID 588591; also: potency is read from the fitted curve at half-maximal effect; % is scaled to controls: 0 for no effect and ±100 for the full control effect
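Pol eta at 10 nM preincubated with compounds 15 min at room temperature; reaction started with fluorescent substrate (50 nM final) and read kinetically at 0 and 10 min.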
Glioma ERSR ind = inducers of ER stress response in human glioma cells | AID 602332 | 420,000 compounds, 0.02% hits | Potency, µM, inactives show at the highest dose activation, most hits filed as activators | U87-MG GRP78 promoter luciferase reporter, 16 h; also: potency is read from the fitted curve at half-maximal effect; series mostly up to about 76 µM; % of control where 0% means no effect; nearly all actives have a fitted effect of over 35% in size
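Stably transfected U87-MG human glioma cells carrying a GRP78-based luminescent sensor were seeded at 1000 cells/well, pin-dosed with compounds and incubated 16 h. Luciferase reagent was then added, and end-point luminescence was read after 10 min at room temperature.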
Numbers without * were called inactive; ? = inconclusive; nt = not tested or not shown; & = joins results of further samples; [ ] = remark or other dose. Unless noted, calls follow the shape of the dose curve; as a rule, active = well fitted curve in the direction sought with a large enough effect; inconclusive = small, poorly fitted or top-dose-only effect, or another doubt; inactive = no such curve, though single readings can be large; an effect the other way counts as inactive or inconclusive. Only part of the results is shown. The share of hits here may be higher or lower than overall.

| # | smiles | APEX1 inh | Pol eta inh | Glioma ERSR ind | Apoferritin bind | LDHA inh | Pol beta inh | POLK inh | BLM helicase inh | POLI inh |
| --- | --- | --- | --- | --- | --- | --- | --- | --- | --- | --- |
| 1 | COc1cc(Cl)c(CN2CCCC(CO)(Cc3cccc(Cl)c3)C2)cc1OC (configuration not stated) | -3% | -6% | -3% | -4% | 2 | 9% | 2% | -3% | 12% |
| 2 | CCOc1cccc(CNCCO)c1OCc1ccc(Cl)cc1Cl | 1% | -16% | -4% | -12% | -3 | 1% | -8% | -6% | 14% |
| 3 | CCN1C(=NCC(C)C)N[C@@H](CCc2ccccc2)[C@H](C(=O)NCC(C)C)[C@H]1C | 0%&19% | -5% | -3% | 7%&-11% | 3 | -11%&29% | 13% | -1%&4% | 2% |
| 4 | COc1ccc(NC(=O)Cn2c(=O)cc(C)c3c(C)nn(C)c32)cc1 | nt | 2% | -1% | -17% | -2 | 18% | 2%[60.1 µM] | 2% | -15% |
| 5 | CCC(CC)CN1CCC(CN2C(=S)NC[C@@H]2CC(C)C)CC1 | nt | 5% | -2% | nt | -10 | nt | 2% | nt | 5% |
| 6 | CC(C)(C)c1ccc(/C=C2\Oc3c(ccc(O)c3CN3CCN(CCO)CC3)C2=O)cc1 | -1% | -2% | 0% | 320%[activator] | -7 | -27% | -8% | -4% | -12% |
| 7 | CN(C1CC(C)(C)N(O)C(C)(C)C1)S(=O)(=O)CC12CCC(CC1=O)C2(C)C (configuration not stated) | 1% | -17% | -4% | -5% | 0 | 1% | -5% | 5% | 148%[activator] |
| 8 | CCN(CC)S(=O)(=O)c1cccc(C(=O)N/N=C2\CC(=O)CC(C)(C)C2)c1 | ? | -20% | -3% | -13% | -6 | -3% | -7% | -7% | 108%[activator] |
| 9 | CCOC(=O)c1cnc2c(ccc3ccccc32)c1NCCN(C)C | 10% | -1% | 0% | -7% | -5 | ? | -29% | 117%[activator] | ? |
| 10 | COc1ccc(/C=N/NC(=O)CSc2ccccn2)cc1OC | 1% | 5% | 11% | 0% | 0 | ? | -30% | 1% | 7% |

4 entries drawn at random from those above:
| # | smiles | APEX1 inh | Pol eta inh | Glioma ERSR ind | Apoferritin bind | LDHA inh | Pol beta inh | POLK inh | BLM helicase inh | POLI inh |
| --- | --- | --- | --- | --- | --- | --- | --- | --- | --- | --- |
| 7 | CN(C1CC(C)(C)N(O)C(C)(C)C1)S(=O)(=O)CC12CCC(CC1=O)C2(C)C (configuration not stated) | 1% | -17% | -4% | -5% | 0 | 1% | -5% | 5% | 148%[activator] |
| 5 | CCC(CC)CN1CCC(CN2C(=S)NC[C@@H]2CC(C)C)CC1 | nt | 5% | -2% | nt | -10 | nt | 2% | nt | 5% |
| 3 | CCN1C(=NCC(C)C)N[C@@H](CCc2ccccc2)[C@H](C(=O)NCC(C)C)[C@H]1C | 0%&19% | -5% | -3% | 7%&-11% | 3 | -11%&29% | 13% | -1%&4% | 2% |
| 8 | CCN(CC)S(=O)(=O)c1cccc(C(=O)N/N=C2\CC(=O)CC(C)(C)C2)c1 | ? | -20% | -3% | -13% | -6 | -3% | -7% | -7% | 108%[activator] |

Arranged by value in Apoferritin bind (high to low): 3 of the compounds above
No.	canonical_smiles	Apoferritin bind
10	COc1ccc(/C=N/NC(=O)CSc2ccccn2)cc1OC	0%
1	COc1cc(Cl)c(CN2CCCC(CO)(Cc3cccc(Cl)c3)C2)cc1OC (configuration not stated)	-4%
4	COc1ccc(NC(=O)Cn2c(=O)cc(C)c3c(C)nn(C)c32)cc1	-17%

The list continues:
| # | smiles | APEX1 inh | Pol eta inh | Glioma ERSR ind | Apoferritin bind | LDHA inh | Pol beta inh | POLK inh | BLM helicase inh | POLI inh |
| --- | --- | --- | --- | --- | --- | --- | --- | --- | --- | --- |
| 11 | Nc1nonc1-n1nnc(C(=O)N/N=C/c2cccc(Cl)c2Cl)c1CN1CCCC1 | 53% | -9% | -4% | -2% | -7 | 19% | -7% | -2% | 33%[activator] |
| 12 | C=CCNS(=O)(=O)c1sccc1/C=N/O | -4% | -10% | -2% | -23% | -18 | -1% | -11% | 0% | 5% |
| 13 | CC(C)(CN1CCN(Cc2ccccc2)CC1)NS(=O)(=O)c1ccccc1 | -8% | -22% | -1% | -6% | 4 | -17% | -12% | 0% | -4% |
| 14 | Cc1ccc(-c2cc(C(=O)NCC3CCCO3)c3ccccc3n2)cc1C (configuration not stated) | -3% | -24% | 0% | -19% | -4 | 1% | -2% | -3% | 98%[activator] |
| 15 | COc1ccccc1N1CCN(C(=O)c2oc3c(c2C)C(=O)CC(C)(C)C3)CC1 | 4% | -8% | -1% | -9% | -9 | 0% | -8% | -5% | ? |
| 16 | O=C(CSc1ncn[nH]1)Nc1ccc(S(=O)(=O)N2CCCC2)cc1 | 3% | 3% | -4% | -11% | -6 | 0% | -17% | 1% | 33%[activator] |
| 17 | COc1ccc(OCc2cc(C(=O)N(C)CC3CCCCO3)no2)c(Cl)c1 (configuration not stated) | -12% | -11% | 2% | ? | -4 | 38%[activator] | -15% | -4% | 42%[activator] |
| 18 | CC(C(=O)Nc1ccc2c(c1)OCCO2)c1ccc([N+](=O)[O-])cc1 (configuration not stated) | 15% | -14% | 0% | 5% | -3 | 14% | -15% | -3% | 30% |
| 19 | CCc1ccccc1NC(=O)c1ccc2nc(CCc3ccccc3)oc2c1 | nt | 6% | -2% | 6% | -1 | 31% | -14%[60.1 µM] | 0% | ? |
| 20 | CCOC(=O)c1c(NC(=O)CNCC(O)CO)sc(C)c1C (configuration not stated) | 1% | -19% | -2% | -9% | -3 | 14% | 5% | 0% | 10% |
| 21 | COc1ccc(OC)c(NC(=O)CN(c2ccc(C)cc2)S(=O)(=O)c2c(C)noc2C)c1 | 0% | -20% | -2% | -16% | -3 | 9% | -12% | -15% | 4% |
| 22 | CCC1(CC)NC(=O)N(CC(=O)OCC(=O)Nc2ccc(C(F)(F)F)cc2)C1=O | -2% | -3% | -3% | ? | -8 | 20% | -10% | -1% | 9% |
| 23 | C=C(C)CNC(=S)NNC(=O)CCn1c2cc(Cl)ccc2c2ccc(Cl)cc21 | -5% | -22% | -2% | -13% | -5 | 23% | -8% | -7% | 1% |
| 24 | CN1C(=O)c2ccc(NC(=O)C3CCCCC3)cc2C1=O | 11% | -4% | -2% | 46%[activator] | -7 | 19% | -9%[60.1 µM] | 0% | -2% |
| 25 | O=C(O/N=C\c1ccc(N2CCCCC2)c([N+](=O)[O-])c1)c1c(F)cccc1F | -4% | -18% | 4% | -20% | -6 | 1% | -5% | -4% | 5% |
| 26 | CCCS(=O)(=O)c1cnc(C2COc3ccccc3O2)nc1N (configuration not stated) | 66%[activator] | -7% | -13% | -3% | -11 | 1% | -17% | 0% | -9% |
| 27 | O=c1[nH]c2cc3c(cc2cc1CN(Cc1cccnc1)Cc1nnnn1Cc1ccco1)OCCO3 | ? | ? | -1% | 103%[activator] | 7 | 40µM* | 89µM* | ? | 16µM* |
| 28 | CC(=O)c1sc(NCc2ccc(C)cc2)nc1C | 23% | 9% | 3% | -5% | 0 | 18% | -12% | -6% | -24% |
| 29 | Cc1cccc2sc(N(CCCN(C)C)C(=O)c3sc4ccccc4c3Cl)nc12 | 5% | -17% | -4% | -12% | 2 | 10% | -16% | 7% | 6% |
| 30 | Cc1cc(C)cc(NC(=O)CN(C)S(=O)(=O)c2ccc3[nH]c4c(c3c2)CCCC4)c1 | nt | -20% | -2% | -3% | 7 | ? | -10% | -11% | 9% |
| 31 | COc1ccc(CN2CCC(c3nc4ccc(Cl)cc4[nH]3)CC2)cc1 | -2% | 0% | 1% | -18% | -6 | 33%[activator] | -3% | 1% | 1% |
| 32 | COc1ccc(N2CCN(C(=O)Cn3nnc(-c4ccc(OC)c(OC)c4)n3)CC2)cc1 | 14% | -4% | -3% | -3% | 7 | 11% | 1% | -9% | -7% |
| 33 | CSc1nc2c(c(=O)[nH]1)C(c1ccc(Br)cc1)CC(=O)N2 (configuration not stated) | 18% | 3% | 1% | 0% | -4 | 24% | -10% | -2% | 37%[activator] |
| 34 | Cc1cccc(C(=O)N2CCCC(N3CCN(c4ccccc4F)CC3)C2)n1 (configuration not stated) | -11% | -8% | -2% | -3% | -3 | 66% | 0% | 1% | 26% |
| 35 | COc1cc(SC)ccc1C(=O)N(CC(=O)Nc1ccccc1Br)Cc1ccco1 | 25% | -17% | -2% | nt | 0 | nt | -3% | nt | 25% |
| 36 | Cc1cc(C)nc(NC(=O)c2cccc([N+](=O)[O-])c2)c1 | 3% | -4% | 4% | 3% | -10 | 38% | -6% | -2% | 4% |
| 37 | COC(=O)c1c(-c2ccccc2)noc1C | 0% | -11% | -4% | -9% | -10 | -9% | 1% | -1% | 83%[activator] |
| 38 | CCOc1ccc(N2C(=O)C(=O)/C(=C(/O)c3ccccc3)C2c2ccccc2[N+](=O)[O-])cc1 (configuration not stated) | 4% | ? | 3% | -12% | 8 | -1% | -5% | -3% | 53%[activator] |
| 39 | CNC(=O)/C(C#N)=C/c1cccc(Oc2ccccc2)c1 | -1% | -8% | ? | 6% | -9 | 8% | -13% | -6% | 7% |
| 40 | COc1cccc(OC)c1Nc1nc(C)nc2c1nnn2Cc1ccccc1Cl | 1% | -23% | -6% | -12% | -6 | 23% | 8% | -4% | 70%[activator] |
| 41 | O=C(O)CCCCCNCc1c(Cl)cccc1Cl | -4% | -3% | -1% | 5% | -6 | -1% | -14% | 0% | -21% |
| 42 | Cc1ccc(CNC(=O)CSCc2nc(-c3ccc(Cl)cc3)oc2C)cc1 | nt | -6% | -3% | -11% | 0 | -19% | -5% | -2% | 33%[activator] |
| 43 | Cc1cccc(N2CCN(C(=O)CCn3c(=O)[nH]c4ccsc4c3=O)CC2C)c1 (configuration not stated) | -8% | -2% | 0% | -13% | -6 | 14% | -2% | -2% | 50%[activator] |
| 44 | O=C(c1ccco1)N1CCN(C(=O)c2ccccc2OCc2ccccc2)CC1 | 9% | -13% | -2% | nt | -3 | nt | -4% | nt | 38%[activator] |
